# Bioassay records: PubChem, National Center for Advancing Translational Sciences (NCATS)
# AMA1 RON2 block: qHTS for Inhibitors of AMA1-RON; Towards Development of Antimalarial Drug Lead: Primary Screen; AlphaScreen AMA1-biotinylated RON2 peptide binding; Potency, µM (top dose mostly 58.2 µM), inactives show at the highest dose activity change, negative = inhibition, hits mostly inhibitors; Plasmodium falciparum AMA1 (3D7) - RON2 peptide interaction; 360,000 compounds, 0.2% hits;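 note: potency is the fitted concentration of half-maximal effect; 0% = vehicle wells and -100% = peptide control; nearly all actives have a fitted effect of over 45% in size; some results filed as inactive show a strong effect at the top dose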
#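 AMA1 (3D7) with his tag at 25 nM final met compounds first, then biotinylated RON2 peptide at 25 nM; detection used donor plus acceptor beads, 10 µg/mL apiece, read by AlphaScreen after 30 min at room temperature.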
# AmpC detergent: qHTS Inhibitors of AmpC Beta-Lactamase (assay with detergent); AmpC hydrolysis of nitrocefin, absorbance 480 nm, 0.01% Triton; Potency, µM (top dose mostly 114 µM), for the others: at the top dose activity change, negative = inhibition, usual class: inhibitors; 370,000 compounds, 0.041% hits; AID 485294, 2010;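 note: potency is the fitted concentration of half-maximal effect; 0% = no-compound wells and -100% = no-enzyme wells; nearly all actives have a fitted effect of over 25% in size; some results filed as inactive show a strong effect at the top dose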
# Target sequence (P00811 whole entry, looked up): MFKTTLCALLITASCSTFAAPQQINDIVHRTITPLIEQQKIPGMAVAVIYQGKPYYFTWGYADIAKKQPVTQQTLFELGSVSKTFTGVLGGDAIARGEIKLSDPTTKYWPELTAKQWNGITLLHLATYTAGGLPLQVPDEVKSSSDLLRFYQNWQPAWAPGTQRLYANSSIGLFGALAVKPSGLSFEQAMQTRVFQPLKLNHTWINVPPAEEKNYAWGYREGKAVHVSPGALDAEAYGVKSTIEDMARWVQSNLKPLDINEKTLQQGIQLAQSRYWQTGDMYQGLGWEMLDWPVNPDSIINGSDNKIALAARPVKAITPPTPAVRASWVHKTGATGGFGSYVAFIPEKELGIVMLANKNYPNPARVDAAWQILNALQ
#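 20 mM phosphate pH 7.0 + 0.01% (detergent screen) or 0.0001% Triton X-100; 5.3 nM AmpC reagent; cpd preinc 15 min RT; nitrocefin (800 uM stock) to start; A480 q20 s × 4 min; Activity was normalised to no-enzyme and no-compound control wells.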
# Sm TGR inh: qHTS Assay for the Inhibitors of Schistosoma Mansoni Peroxiredoxins. purified TGR, DTNB reduction, TNB absorbance 405 nm. Potency, µM (highest dose often 114 µM), without a hit: at the highest dose activity change, negative = inhibition, usual class: inhibitors. 360,000 compounds, 3% hits. AID 485364, 2010; note: potency is the fitted concentration of half-maximal effect; nearly all actives have a fitted effect of over 60% in size
#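 First, TGR (20 nM dispensed) and NADPH were mixed with compound. Second, a 15 min room-temperature incubation followed. Third, further NADPH and then DTNB were added to start the reaction. Finally, TNB absorbance was monitored kinetically.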
# TbPYK inhibitor: qHTS of Trypanosoma Brucei Inhibitors. pyruvate kinase (Trypanosoma brucei), Q57TT1. TbPYK enzyme, Kinase-Glo Plus ATP luminescence, 45 min. Potency, µM (highest dose often 76.8 µM), for inactives: at the top dose activity, negative = inhibition, most hits filed as inhibitors. 410,000 compounds, 0.12% hits. AID 624173, 2012; note: potency is the fitted concentration of half-maximal effect; nearly all actives have a fitted effect of over 50% in size
#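 Quantitative HTS: titrated library compounds versus trypanosomal pyruvate kinase in TEA buffer (pH 7.2) containing KCl, MgCl2, BSA and Tween-20. Reactions were initiated with ADP, 130 uM final. Kinase-Glo Plus luminescence was read after 45 min at RT.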
# HCMV inh: qHTS Assay for inhibitors of the human cytomegalovirus (HCMV) | HFF cells, HCMV-luciferase reporter, 72 h; active compounds read low | activity change, negative = inhibition, % at 57.5 µM | 410,000 compounds, 4.5% hits | AID 1259415, 2018; in the data active = activity change below about -60%; inconclusive = no clear call, values can overlap the other calls; inactive = above about -39%
#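 Compounds were evaluated in HFFs infected with an HCMV luciferase reporter virus (MOI 1 PFU/cell). Luciferase in lysates collected 72 h post infection served as the replication measure.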
# LmPK inhibitor: qHTS Assay for Inhibitors of Leishmania Mexicana Pyruvate Kinase (LmPK); 290,000 compounds, 0.37% hits; Potency, µM (doses to about 57.5 µM), inactives show at the top dose activity change, negative = inhibition, usual class: inhibitors; purified LmPK, Kinase-Glo ATP luminescence, 1 h; Q27686; note: potency is the fitted concentration of half-maximal effect
# Target sequence (Q27686 whole entry, looked up): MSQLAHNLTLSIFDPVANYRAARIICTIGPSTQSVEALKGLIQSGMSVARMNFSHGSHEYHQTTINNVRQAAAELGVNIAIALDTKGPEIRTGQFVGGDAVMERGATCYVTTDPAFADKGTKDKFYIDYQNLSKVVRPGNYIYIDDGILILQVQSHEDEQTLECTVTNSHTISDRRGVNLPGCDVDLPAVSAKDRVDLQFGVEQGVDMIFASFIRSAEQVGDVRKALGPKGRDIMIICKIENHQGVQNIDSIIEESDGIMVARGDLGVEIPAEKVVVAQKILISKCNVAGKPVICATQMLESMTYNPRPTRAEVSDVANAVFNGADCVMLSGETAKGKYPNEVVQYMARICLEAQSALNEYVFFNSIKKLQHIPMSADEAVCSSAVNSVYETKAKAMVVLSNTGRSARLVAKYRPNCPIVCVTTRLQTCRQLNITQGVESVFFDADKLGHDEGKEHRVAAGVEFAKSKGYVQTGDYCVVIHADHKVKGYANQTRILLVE
#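 Kinase-Glo luminescence read after 1 h RT reaction of 0.1 nM LmPK with 0.5 mM PEP and 0.1 mM ADP. Activity scaled between uninhibited and enzyme-free controls.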
# AmpC no deterg: qHTS Inhibitors of AmpC Beta-Lactamase (assay without detergent); Potency, µM (doses to about 57.1 µM), inactives show at the highest dose activity change, negative = inhibition, actives largely listed as inhibitors; AID 485341, 2010; 330,000 compounds, 0.52% hits; AmpC nitrocefin hydrolysis, absorbance 480 nm, 0.0001% Triton;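 note: potency is the fitted concentration of half-maximal effect; plate controls were no compound for no effect and no enzyme for full effect; nearly all actives have a fitted effect of over 20% in size; some results filed as inactive show a strong effect at the top dose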
#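 AmpC (5.3 nM in the dispensed reagent) in 20 mM phosphate pH 7.0 with 0.01% (detergent screen) or 0.0001% Triton X-100 was preincubated with compounds for 15 min at room temperature. Nitrocefin was then added from an 800 uM solution, and hydrolysis was followed at 480 nm.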
# The depositor's hits bear a star; ? = inconclusive; . = not tested or not shown; [ ] = remark or other dose. Unless noted, calls come from the whole dose curve; as a rule, active = well fitted curve in the direction sought with a large enough effect; inconclusive = small, poorly fitted or top-dose-only effect, or another doubt; inactive = no such curve, though single readings can be large; an effect the other way counts as inactive or inconclusive. Unless noted, % is set by controls: 0 for no effect and ±100 for the full control effect.
cpd | mol | LmPK inhibitor | HCMV inh | TbPYK inhibitor | Sm TGR inh | AmpC detergent | AmpC no deterg | AMA1 RON2 block
1 | Cc1nc2c(C)cccn2c(=O)c1NC(=O)c1cccs1 | . | 1.6 | -2.6% | 3.6% | -2.7% | -12.0% | -5.0%
2 | CCCCC(CC(O)COCC(C)C)C(=O)NNC(=S)Nc1ccccc1 (centres undefined) | -0.5% | -15.2 | 0.8% | -19.3% | -1.3% | -28.8% | 90.5%[activator]
3 | Cc1ccc(C(=O)NCC(=O)OCC(=O)/C=C2\N(C)c3ccccc3C2(C)C)cc1C | -0.7% | 8.1 | -9.2% | -16.7% | -6.2% | -5.1% | -15.1%
4 | CCCC1=NCCn2cccc21 | 2.2% | 18.9 | 1.5% | 2.4% | 1.4% | 0.2% | 11.5%
5 | CCCc1nn2c(=O)cc(COC(=O)c3ccccc3NC(=O)c3ccc(OCC)cc3)nc2s1 | . | 32.1 | -0.4% | 0.1% | 1.3% | . | .
6 | Cc1ccc(NC(=O)c2ccccc2F)cc1S(=O)(=O)N1CCCCCC1 | -1.9% | ? | 4.4% | 3.8% | -12.0% | -32.7% | -0.4%
7 | COc1cc(CN2CC3CC(C2)c2cccc(=O)n2C3)cc(OC)c1OC (centres undefined) | 1.8% | -10.3 | 2.7% | -4.9% | 0.3% | -18.6% | -7.1%
8 | Cc1ccc(-c2nnc(Nc3ccc(Cl)cc3)c3ccccc23)cc1S(=O)(=O)NCC1CCCO1 (centres undefined) | . | -34.1 | 2.4% | -0.7% | 12.1% | . | .
9 | COP(=O)(Cc1ccc(C#N)o1)OC | 2.6% | 4.8 | 0.6% | 22.4µM* | -5.5% | -12.1% | 19.5%
10 | CCOC(=O)c1ccccc1N=N/C(C(C)=O)=C(/C)O | -1.7% | -7.0 | 0.5% | -6.7% | ? | -17.6% | -6.0%[2.32 µM]
11 | Cc1cccc(NC(=O)c2sc(Cl)nc2C)c1C | -0.8% | 21.1 | 5.1% | 3.8% | -4.2% | -11.0% | -0.5%
12 | NC(=S)NNC(=O)c1cccc(Cl)c1 | -3.0% | 17.4 | 4.1% | 8.5% | 9.6% | -19.3% | 46.2%[activator]

# Copied from the list.
# Entry of compound 7 under HCMV inh: -10.3
# Entry of compound 10 under HCMV inh: -7.0
# Entry of compound 6 under LmPK inhibitor: -1.9%
# Entry of compound 12 under LmPK inhibitor: -3.0%

# 4 structures out of the list, sorted by heavy-atom count, smallest number first.
cpd | mol | LmPK inhibitor | HCMV inh | TbPYK inhibitor | Sm TGR inh | AmpC detergent | AmpC no deterg | AMA1 RON2 block
12 | NC(=S)NNC(=O)c1cccc(Cl)c1 | -3.0% | 17.4 | 4.1% | 8.5% | 9.6% | -19.3% | 46.2%[activator]
10 | CCOC(=O)c1ccccc1N=N/C(C(C)=O)=C(/C)O | -1.7% | -7.0 | 0.5% | -6.7% | ? | -17.6% | -6.0%[2.32 µM]
1 | Cc1nc2c(C)cccn2c(=O)c1NC(=O)c1cccs1 | . | 1.6 | -2.6% | 3.6% | -2.7% | -12.0% | -5.0%
2 | CCCCC(CC(O)COCC(C)C)C(=O)NNC(=S)Nc1ccccc1 (centres undefined) | -0.5% | -15.2 | 0.8% | -19.3% | -1.3% | -28.8% | 90.5%[activator]

# Further structures follow:
cpd | mol | LmPK inhibitor | HCMV inh | TbPYK inhibitor | Sm TGR inh | AmpC detergent | AmpC no deterg | AMA1 RON2 block
13 | COCCNC(=O)c1ccc(CS(=O)(=O)c2ccccc2OC)o1 | -0.5% | -24.7 | -1.3% | 31.6µM* | 2.2% | -4.0% | -5.3%
14 | CCc1ccc2[nH]c(=O)c(C(c3nnnn3CC3CCCO3)N3CCCc4ccccc43)cc2c1 (centres undefined) | -1.0% | -30.9 | 0.4% | 35.5µM* | -4.1% | 26.2% | -14.0%
15 | CCOC(=O)CC(NC(=O)Cn1nnc(-c2ccc(C(F)(F)F)cc2)n1)c1ccc(OC)cc1 (centres undefined) | . | -24.2 | -3.2% | -26.6% | -1.3% | . | .
16 | O=[N+]([O-])c1ccccc1/C=N/N1CCN(c2ccc(Cl)cc2)CC1 | 4.7% | -35.9 | -9.1% | -2.1% | ? | -0.5% | ?
17 | CCCCn1nc(C(=O)Nc2nc3c(s2)CCCC3)c2ccccc2c1=O | 2.2% | ? | -3.1% | -10.9% | ? | 31.3% | -3.8%
18 | Cc1ccc(-c2nc3c(c(SCC(=O)Nc4cccc(C(=O)O)c4)n2)Cc2cccc(C)c2O3)cc1 | . | . | . | -10.2% | -9.0% | -11.4% | .
19 | COc1ccccc1NC(=O)Nc1ccc(NC(=O)c2ccccc2O)cc1 | 2.5% | -28.3 | -10.1% | -5.8% | -13.0% | -44.9% | 0.0%
20 | CS(=O)(=O)N1CCN(C(=O)COc2ccccc2)CC1 | -6.1% | -12.9 | 8.1% | 6.9% | 2.7% | -9.3% | 23.9%
21 | CCOC(=O)C(NC(=O)C1C(C)N1S(=O)(=O)c1ccc(C)cc1)C(=O)OCC (centres undefined) | -3.4% | 18.0 | 0.4% | -12.5% | -3.8% | 0.1% | -0.4%
22 | C[C@H](CO)N1C[C@H](C)[C@@H](CN(C)S(=O)(=O)c2ccccc2)OCCCC[C@H](C)Oc2ccc(NC(=O)CCC(F)(F)F)cc2C1=O | . | 25.2 | 4.2% | . | . | . | -10.3%
23 | C/C(=N\NC(=O)c1cc(Br)ccc1O)c1cccc(NC(=O)c2ccccc2F)c1 | -13.9% | -26.6 | -5.0% | -4.2% | -1.7% | ? | 66.9%[activator]
24 | O=C(CCCC(=O)OCC(Cl)=C(Cl)Cl)Nc1cccc(F)c1 | -2.6% | -4.1 | -4.7% | -16.0% | 5.5% | 1.5% | 8.5%

# Compounds from the list above with a furan ring, fused or not, in the order listed:
cpd | mol | LmPK inhibitor | HCMV inh | TbPYK inhibitor | Sm TGR inh | AmpC detergent | AmpC no deterg | AMA1 RON2 block
9 | COP(=O)(Cc1ccc(C#N)o1)OC | 2.6% | 4.8 | 0.6% | 22.4µM* | -5.5% | -12.1% | 19.5%
13 | COCCNC(=O)c1ccc(CS(=O)(=O)c2ccccc2OC)o1 | -0.5% | -24.7 | -1.3% | 31.6µM* | 2.2% | -4.0% | -5.3%

# (further entries)
cpd | mol | LmPK inhibitor | HCMV inh | TbPYK inhibitor | Sm TGR inh | AmpC detergent | AmpC no deterg | AMA1 RON2 block
25 | COc1ccc(-n2nnnc2CNC(=O)C(=O)c2c[nH]c3ccccc23)cc1 | . | -13.4 | -8.1% | -1.6% | -10.5% | -30.4% | 3.7%
26 | O=[N+]([O-])c1c(Nc2ccccn2)cc(Cl)c2nonc12 | -8.7% | -104.5* | -1.7% | 0.891µM* | -11.1% | -14.4% | -17.8%
27 | COc1cccc(CN2CC(C(=O)NC3CCC3)CCC2=O)c1 (centres undefined) | 3.3% | 26.9 | -0.8% | -0.6% | ? | -12.2% | 14.1%
28 | CC1CCCN(C/C=C/c2ccccc2[N+](=O)[O-])C1 (centres undefined) | 4.3% | 41.9 | -4.1% | 6.9% | -5.1% | -15.6% | -2.0%
29 | Cc1c(NC(=O)c2ccc(S(=O)(=O)N3CCOCC3)cc2)c(=O)n(-c2ccccc2)n1C | -0.6% | -27.2 | -3.2% | -3.2% | -1.2% | -8.7% | 0.9%
30 | COC(=O)C(C)(C)ONC(=O)Nc1ccc(Br)cc1 | -0.7% | ? | -7.6% | ? | -6.2% | -10.2% | 30.4%[activator]
